# HCMV antiviral: qHTS Assay for inhibitors of the human cytomegalovirus (HCMV); 410,000 tested, 4.5% active; activity change, negative = inhibition, % at 57.5 µM; HFF cells, HCMV-luciferase reporter, 72 h; hits give low values; in the data active means activity change below about -60%; inconclusive means no clear call, values can overlap the other calls; inactive means above about -39%
#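 Cell-based, HFFs, 1000 cells/well, 16 h 37C; cpds in DMSO + HCMV-luc, MOI 1 PFU/cell; 72 h 37C; OneGlo luminescence after 5 min RT; norm. to buffer vs Salinomycin 10uM.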
# AmpC detergent: qHTS Inhibitors of AmpC Beta-Lactamase (assay with detergent); 370,000 tested, 0.041% active; Potency, µM (highest dose often 114 µM), without a hit: at the highest dose activity change, negative = inhibition, hits mostly inhibitors; AmpC hydrolysis of nitrocefin, absorbance 480 nm, 0.01% Triton;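 further: potency means the concentration at half of the fitted maximal effect; 0% = no-compound wells and -100% = no-enzyme wells; nearly all actives have a fitted effect of over 25% in size; some results filed as inactive show a strong effect at the top dose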
# Target sequence (P00811 whole entry, looked up): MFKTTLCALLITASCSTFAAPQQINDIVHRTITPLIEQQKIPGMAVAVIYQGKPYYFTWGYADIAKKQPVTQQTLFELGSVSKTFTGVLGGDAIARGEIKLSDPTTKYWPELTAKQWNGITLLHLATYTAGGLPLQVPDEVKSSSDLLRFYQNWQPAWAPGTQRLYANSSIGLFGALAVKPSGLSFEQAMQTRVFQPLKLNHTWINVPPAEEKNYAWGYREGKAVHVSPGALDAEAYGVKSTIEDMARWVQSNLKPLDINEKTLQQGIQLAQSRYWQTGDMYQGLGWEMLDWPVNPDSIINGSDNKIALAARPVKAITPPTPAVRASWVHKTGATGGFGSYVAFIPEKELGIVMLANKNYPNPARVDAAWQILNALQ
#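 AmpC (5.3 nM in the dispensed reagent) in 20 mM phosphate pH 7.0 with 0.01% (detergent screen) or 0.0001% Triton X-100 was preincubated with compounds for 15 min at room temperature. Nitrocefin was then added from an 800 uM solution, and hydrolysis was followed at 480 nm.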
# Giardia FBPA inh: qHTS Assay for Inhibitors of Fructose-1,6-bisphosphate Aldolase from Giardia Lamblia. 290,000 tested, 0.71% active. A8B2U2. purified Giardia FBPA. Potency, µM (highest dose often 59.6 µM), for inactives: top-dose activity, negative = inhibition, usual class: inhibitors; further: potency means the concentration at half of the fitted maximal effect; nearly all actives have a fitted effect of over 55% in size
# Target sequence (A8B2U2 whole entry, looked up): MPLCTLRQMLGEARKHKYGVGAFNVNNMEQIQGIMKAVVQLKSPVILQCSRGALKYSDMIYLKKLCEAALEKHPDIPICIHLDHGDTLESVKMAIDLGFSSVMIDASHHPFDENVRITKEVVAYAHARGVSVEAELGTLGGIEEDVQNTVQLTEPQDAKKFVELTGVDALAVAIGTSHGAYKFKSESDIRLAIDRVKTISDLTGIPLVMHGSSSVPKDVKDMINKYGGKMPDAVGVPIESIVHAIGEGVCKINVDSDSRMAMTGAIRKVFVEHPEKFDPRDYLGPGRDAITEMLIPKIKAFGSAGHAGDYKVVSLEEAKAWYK
#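 Giardia FBPA (40 nM reagent) was preincubated 10 min at RT with compound (up to 57.5 uM final), then substrate plus GAPDH/TPI/NAD/arsenate coupling system with diaphorase/resazurin was added; resorufin fluorescence (525/598 nm) was read after 20 min.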
# Sm TGR inh: qHTS Assay for the Inhibitors of Schistosoma Mansoni Peroxiredoxins; Schistosoma mansoni thioredoxin glutathione reductase (TGR), Q962Y6; 360,000 tested, 3% active; purified TGR, DTNB reduction, TNB absorbance 405 nm; AID 485364, 2010; Potency, µM (top dose mostly 114 µM), for the others: at the top dose activity change, negative = inhibition, actives largely listed as inhibitors; further: potency means the concentration at half of the fitted maximal effect; nearly all actives have a fitted effect of over 60% in size
#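 Kinetic colorimetric format: TGR-catalysed, NADPH-driven DTNB reduction monitored via TNB absorbance. Enzyme dispensed at 20 nM; compound exposure 15 min at room temperature before reaction start.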
# AMA1-RON2 inh: qHTS for Inhibitors of AMA1-RON; Towards Development of Antimalarial Drug Lead: Primary Screen; AlphaScreen AMA1-biotinylated RON2 peptide binding; Potency, µM (doses to about 58.2 µM), without a hit: at the highest dose activity change, negative = inhibition, actives largely listed as inhibitors; 360,000 tested, 0.2% active; AID 720542, 2013;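 further: potency means the concentration at half of the fitted maximal effect; 0% = vehicle wells and -100% = peptide control; nearly all actives have a fitted effect of over 45% in size; some results filed as inactive show a strong effect at the top dose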
#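 AMA1 (3D7) with his tag at 25 nM final met compounds first, then biotinylated RON2 peptide at 25 nM; detection used donor plus acceptor beads, 10 µg/mL apiece, read by AlphaScreen after 30 min at room temperature.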
# AmpC no deterg: qHTS Inhibitors of AmpC Beta-Lactamase (assay without detergent) | 330,000 tested, 0.52% active | AmpC nitrocefin hydrolysis, absorbance 480 nm, 0.0001% Triton | Potency, µM (top dose mostly 57.1 µM), for inactives: at the highest dose activity change, negative = inhibition, most hits filed as inhibitors | AID 485341, 2010 | P00811;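 further: potency means the concentration at half of the fitted maximal effect; plate controls were no compound for no effect and no enzyme for full effect; nearly all actives have a fitted effect of over 20% in size; some results filed as inactive show a strong effect at the top dose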
#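 20 mM phosphate pH 7.0 + 0.01% (detergent screen) or 0.0001% Triton X-100; 5.3 nM AmpC reagent; cpd preinc 15 min RT; nitrocefin (800 uM stock) to start; A480 q20 s × 4 min; Activity was normalised to no-enzyme and no-compound control wells.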
# * = called active by the depositor; u = inconclusive; x = not tested or not shown; & = joins results of further samples; [ ] = another dose, or the depositor's remark. Unless noted, the call rests on the fitted dose curve; in most records, active means well fitted curve in the direction sought with a large enough effect; inconclusive means small, poorly fitted or top-dose-only effect, or another doubt; inactive means no such curve, though single readings can be large; an effect the other way counts as inactive or inconclusive. Unless noted, on the % scale 0 is the no-effect control and ±100 the full control effect. Rows were taken by chance. About 7.8% of those tested had a hit in this group.
# Value order: AmpC detergent	Sm TGR inh	AmpC no deterg	Giardia FBPA inh	AMA1-RON2 inh	HCMV antiviral
- CCOc1ccc(-n2c(=O)c3c4c(sc3n(CC(=O)NCc3ccco3)c2=O)CCC4)cc1
  -13%	6%	-10%	0%	4%	2
- Cc1occc1-c1nnc(SCC(=O)N(C)C)o1
  u	-11%	-2%	-3%	17%	27
- CCC1(CC)NC(=O)N(CC(=O)OCC(=O)Nc2ccccc2OC(F)F)C1=O
  -9%	3%	38%	x	-3%	3
- CCCC1(c2ccccc2)NC(=O)N(CC(=O)Nc2sc(-c3ccccc3)cc2C(=O)OCC)C1=O (centres undefined)
  0%	-5%	-31%	0%	14%	-62*
- CN1CCN(CCC(=O)N/N=C/c2ccccn2)CC1
  -19%	-8%	-3%	24%	60%[activator]	53
- Cc1ccc(CCNC(=O)c2cc3c(s2)-c2c(C)cccc2OC3)cc1
  -12%	-1%	x	x	x	-86*
- Cc1ccc(N2C(=O)CSC23C(=O)N(CC(=O)NCc2ccccc2)c2ccccc23)cc1 (centres undefined)
  -6%	-5%	x	x	x	-7
- O=c1[nH]c(=O)n(C2OC(CO)C(O)C2O)cc1Br (centres undefined)
  -3%	2%	-5%	-1%	18%	-27
- Cc1ccccc1NC(=S)NC(C)C(c1cccs1)N1CCOCC1 (centres undefined)
  -20%	-10%	-17%	0%	-1%	4
- Cc1ccc(S(=O)(=O)Nc2cccc(C(=O)NCC3(N4CCCCC4)CCCCC3)c2)cc1F
  0%	1%	3%	x	3%	-6
- CCN(CC)c1ccc(/C=C2\C(=N)N3N=C(CC(=O)N4CCOCC4)SC3=NC2=O)cc1
  -3%	-1%	-12%	x	22%	83
- CCCc1nn(-c2cc(Cl)ccc2OC)c2c1C(=O)CC(C)(C)C2
  -10%	0%	63%[activator]	2%	-6%	16
- O=S(=O)(Nc1cccc(S(=O)(=O)N2CCOCC2)c1)c1cccs1
  2%	14%	-14%	-3%	5%	-14
- COc1ccc(S(=O)(=O)N(CCCN2CCOCC2)Cc2ccc(OC)c(OC)c2)cc1
  u	-18%	110%[activator]	5%	-5%	-1
- Cc1nc(CNC(=O)C2CCC(=O)N(CCc3ccc(Cl)cc3)C2)sc1C (centres undefined)
  3%	2%	159%[activator]	x	-6%	11
- O=C1Nc2ccccc2Nc2ccccc21
  4%	-6%	-6%	-7%	-7%	36
- Cc1ccc(-c2csc(N3CCC[C@@H]3C(=O)NCCn3c(-c4ccncc4)nc4ccccc43)n2)cc1
  -7%	-2%	201%[activator]	-16%	2%	-8
- Cc1nnc(Sc2cc(C(=O)NC3CC3)c3ccccc3n2)s1
  5%	5%	-3%	0%	-5%	-5
- CCOC(=O)CN(C(=O)c1ccccc1)c1ccccc1C
  -13%	0%	-6%	1%	-12%	-18
- N#Cc1nc(-c2ccco2)oc1NCCc1ccccc1
  -13%	-9%	-23%	4%	-7%	-15

# The listing continues:
# Value order: AmpC detergent	Sm TGR inh	AmpC no deterg	Giardia FBPA inh	AMA1-RON2 inh	HCMV antiviral
- CS(=O)(=O)N1CCc2cc(C(=O)Nc3ccccc3Cl)ccc21
  u	1%	-18%	-2%	2%	65
- CCN(Cc1nc(-c2ccccc2)no1)C(=O)c1ccco1
  1%	-3%	1%	x	-6%	-22
- O=C(Nc1ccc(N2CCN(C(=O)c3ccco3)CC2)cc1)c1ccccc1Br
  2%	-53%	-4%	x	-12%	8
- Clc1ccccc1Cc1noc(CN2CCCCC2c2ccccn2)n1 (centres undefined)
  4%	17%	77%[activator]	6%	26%	-19
- COc1cc(CN2CCCC(C(=O)c3ccc(SC)cc3)C2)cc(Cl)c1O (centres undefined)
  -10%	-19%	1%	-4%	7%	-39
- CCOc1cccc(OCCCCn2cnc3ccccc3c2=O)c1
  0%	1%	30%	-3%	-21%	89
- CCCc1cc(=O)[nH]c(SCC(=O)N(CC)C2CCS(=O)(=O)C2)n1 (centres undefined)
  -1%	1%	-16%	-9%	-15%	x
- CNC(=O)C1CCN(S(=O)(=O)c2c(C)noc2/C=C/c2ccccc2F)CC1
  u	2%	9%	21%	-1%	-7
- C=CCn1c(C)cc(-c2csc(NCC)n2)c1C
  2%	-6%	36%	u	-21%	-63*
- Cc1noc(C)c1NC(=O)N(C)C[C@H]1Oc2ccc(NC(=O)c3ccncc3)cc2C(=O)N([C@H](C)CO)C[C@@H]1C
  x	x	-5%	x	1%	-23
- COc1ccc2[nH]c3c(c2c1)CCN1C(=O)C(CC(=O)NCc2ccco2)C[C@H](C(=O)N2CCCCC2)[C@@]31C (some centres undefined)
  x	x	188%[activator]	x	-10%	3
- CC(C)OCCCNC(=O)c1cccs1
  -14%	6%	-19%	0%	-4%	6
- COc1ccc(OC)c(CN2CCN(C(=O)[C@@H](NC(=O)c3cccc(C)c3)C(C)C)CC2)c1
  u	2%	162%[activator]	x	-6%[11.6 µM]	-10
- Cn1c(=O)[nH]c(=O)c2c1nc(N1CCc3ccccc3C1)n2CCSc1nc2ccccc2s1
  u	-9%	-10%	2%	-6%	-17
- Cc1ccc(C2=CSC3=NNC4(CCCCC4)NN23)cc1
  7%	-21%	-32%	-5%	73%[activator]	12
- CC(=O)Nc1ccc(C(=O)COC(=O)C2CCCCC2)c(F)c1
  -1%	-10%	-6%	x	1%	-22
- O=C(C[n+]1ccc(-c2ccccc2)cc1)Nc1ccc([N+](=O)[O-])cc1
  u	9%	-4%	7%	-2%	u
- CCOc1ccccc1/C=N/NC(=O)c1nnn(-c2nonc2N)c1CN1CCCC1
  -1%	2%	-17%	-19%	6%	53
- OCc1ncc(-c2ccccc2)s1
  3%	-14%	0%	1%	48%[activator]	u
- COc1cc(OC)c(NC(=O)c2oc3ccc4c(c3c2C)C(=O)CC(C)(C)O4)cc1Cl
  21%	8%	x	x	x	-2

# Given tab-delimited: 3 of the compounds above.
canonical_smiles	AmpC detergent	Sm TGR inh	AmpC no deterg	Giardia FBPA inh	AMA1-RON2 inh	HCMV antiviral
Clc1ccccc1Cc1noc(CN2CCCCC2c2ccccn2)n1 (centres undefined)	4%	17%	77%[activator]	6%	26%	-19
COc1cc(CN2CCCC(C(=O)c3ccc(SC)cc3)C2)cc(Cl)c1O (centres undefined)	-10%	-19%	1%	-4%	7%	-39
CCOc1cccc(OCCCCn2cnc3ccccc3c2=O)c1	0%	1%	30%	-3%	-21%	89

# Some of the entries so far, with each value named.
Clc1ccccc1Cc1noc(CN2CCCCC2c2ccccn2)n1 (centres undefined)
  AmpC detergent: 4%; Sm TGR inh: 17%; AmpC no deterg: 77%[activator]; Giardia FBPA inh: 6%; AMA1-RON2 inh: 26%; HCMV antiviral: -19

COc1cc(CN2CCCC(C(=O)c3ccc(SC)cc3)C2)cc(Cl)c1O (centres undefined)
  AmpC detergent: -10%; Sm TGR inh: -19%; AmpC no deterg: 1%; Giardia FBPA inh: -4%; AMA1-RON2 inh: 7%; HCMV antiviral: -39

CCOc1cccc(OCCCCn2cnc3ccccc3c2=O)c1
  AmpC detergent: 0%; Sm TGR inh: 1%; AmpC no deterg: 30%; Giardia FBPA inh: -3%; AMA1-RON2 inh: -21%; HCMV antiviral: 89

# Next compounds
# Value order: AmpC detergent	Sm TGR inh	AmpC no deterg	Giardia FBPA inh	AMA1-RON2 inh	HCMV antiviral
- O=C(CSc1nc(=O)n(Cc2ccco2)c2c1CCC2)NCc1ccc(F)cc1
  -1%	1%	x	x	x	-15
- CCN(CC)c1ccc(C2Nc3ccccc3-c3cc(C)nn32)cc1 (centres undefined)
  26%	-1%	x	x	x	-3
- Cc1ccc(C(=O)SC2=NCCS2)cc1
  -2%	-6%	-23%	-8%	9%	-40
- O=C(c1ccco1)N1CCN(CCOCCOc2cccc3ccccc23)CC1
  u	8%	142%[activator]	-18%	64%[activator]	99
- C#CCNC(=O)C1=C[C@H](c2coc3ccccc3c2=O)C[C@H](OCCCCO)O1
  5%	u	-1%	-2%	2%	0
- CCCCN(C(=O)Nc1ccc(OCC)cc1)C1CCN(C(C)=O)CC1
  -6%&2%	3%&3%	3%	x	-6%	0&23
- CCS(=O)(=O)N(CC(=O)Nc1cccc2ccccc12)c1ccc(OC)cc1
  -9%	-16%	-19%	x	-13%	8
- CCN(c1ccccc1)S(=O)(=O)c1ccc2[nH]cc(C(=O)NC3CCCCC3)c(=O)c2c1
  11%	8%	x	x	x	-102*
- CCOC(=O)c1sc(NC(=O)CSC(=S)N2CCN(C)CC2)nc1C
  1%	6%	37%	-9%	-10%	-20
- NNC(=O)c1ccc(Cn2cc(Br)cn2)o1
  u	29%	-18%	-1%	10%	16
- O=C(Nc1ccc(N2CCN(C(=O)C3CC3)CC2)cc1)c1cccs1
  -10%	5%	-6%[2.29 µM]	-1%	-2%	-13
- CCOc1ccc(OCC)c(NC(=O)CN2CCN(c3cc(C)ccc3C)CC2)c1
  1%	5%	9%	-23%	u	61
- COCCn1c(CCC(=O)O)nc2c1c(=O)[nH]c(=O)n2CC(C)C
  u	0%	-8%	1%	7%	-8
- CCn1c(SCc2cc(=O)n3ccsc3n2)nc2ccccc21
  -5%	-8%	-4%	u	3%	-19
- NC(=O)c1ccnc2c(O)cccc12
  u	1%&-1%	-8%&-18%	x	x	-6
- N#C/C(=C\c1ccc(OCc2ccc(F)cc2)cc1)C(=O)Nc1cccc(C(=O)O)c1
  0%	10%	-42%	4%	-6%	-75*
- O=C(CN1CCc2cc3c(cc2C1)OCCCO3)Nc1ccc(S(=O)(=O)N2CCCC2)cc1
  -7%	-1%	-7%	x	0%	-9
- Cc1ccc2c(c1)-c1nc3ccccc3cc1C2=NC1CCCCC1
  -1%	2%	-16%	0%	-9%	-4
- CN1/C(=C\C(=O)COC(=O)c2ccccc2O)C(C)(C)c2ccccc21
  -2%	-5%	-40%	-7%	-8%	-8
- COc1ccc(S(=O)(=O)c2nnn(-c3ccccc3Cl)c2N)cc1
  u	11%	-18%	8%	-9%	u

# Continuation.
# Value order: AmpC detergent	Sm TGR inh	AmpC no deterg	Giardia FBPA inh	AMA1-RON2 inh	HCMV antiviral
- O=C(CN(Cc1cccs1)C(=O)CSc1nnc(COc2ccccc2)o1)NC1CCCC1
  u	3%	-33%	4%	8%	0
- CCc1ccc(-c2cc3c(=O)n(CC(=O)NCCCN4CCN(Cc5ccccc5)CC4)nc(C)n3n2)cc1
  0%	2%	96%[activator]	x	-2%	-18
- CC(C)=CC(=O)NCCc1ccccc1
  -1%	-3%	x	10%	36%[activator]	107
- COc1cc(NS(=O)(=O)c2ccc(NC(=O)/C=C/C(=O)O)cc2)nc(OC)n1
  -11%	0%	1%	-1%	-16%	46

# High-throughput results deposited in PubChem by National Center for Advancing Translational Sciences (NCATS).
